# PTK2B oligo ant: antagonists of Pyk2 self-association, primary screen, Q293 cells, FERM NanoBiT luminescence, HTS. Protein-tyrosine kinase 2-beta (Homo sapiens), Q14289. hit rate 0.83% among 99,000. active compounds read low. z-score (the deposit names both 25 µM and 10 µM);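 active means Z-score of -3 or lower, scaled per plate to the spread of control and sample wells; inactive means z-score above -3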;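 further: negative z-score means lost luminescence so less FERM oligomerization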
# PostGolgi yeast: phenotypic screen on post-Golgi transport, primary screen; inhibition, % at 10 µM; hit rate 0.9% among 98,000; AID 739, 2007; post-Golgi transport phenotypic cell assay;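 further: yeast cells grown in 1536-well plates; yeast grown about 18 h at 30C before absorbance read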
# CYP2C9 inhib: blockers of cytochrome P450 2C9 activity – biochemical, luminescence, ADME assay, primary screen; hit rate 20% among 96,000; CYP2C9 Supersomes, luciferin-H conversion; inhibition, % at 5 µM; P11712;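 active means blocking of liver enzyme CYP2C9 beyond about 50% at 5 µM, limit read from the data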; further: values of inactives mirror those of a sister screen read the other way
# PostGolgi ctrl: growth inhibition of yeast control strain, primary screen, counter-screen for post-Golgi transport modulator project; AID 738, 2007; hit rate 5% among 98,000; inhibition, % at 10 µM; efflux-deficient yeast background strain, growth absorbance A615, 16 h
# CYP2C9 activ: human CYP2C9 activators, primary screen, biochemical, luminescence; activation factor at 5 µM; hit rate 1.4% among 96,000; Cytochrome P450 2C9 (Homo sapiens), P11712; recombinant CYP2C9, luciferin-H conversion; active compounds read high; factor 1 = untreated enzyme, 0 = blocked;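 active means activation factor of 2 or more for CYP2C9 at a 5 µM dose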;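 further: 0 = sulfaphenazole-blocked wells and 1 = vehicle-only wells; values of inactives mirror those of a sister screen read the other way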
# LYP act: LYP phosphatase activators, primary screen, biochemical, DiFMUP fluorescence, 2 µM | recombinant LYP; 0 = plate median, 100 = signal doubled | Tyrosine-protein phosphatase non-receptor type 22 (Homo sapiens), Q9Y2R2 | activation, % at 2 µM | AID 697, 2007 | hit rate 0.11% among 96,000;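 active means activation at 2 µM above a set limit, the mean plus 5 SD, cut at about 37% in these data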
# DAT uptake mod: changed hDAT dopamine uptake under cocaine IC80, either direction, primary screen, cocaine antagonist project, cell-based, LLC-PK1 hDAT, [14C]-dopamine uptake, MLSMR. Sodium-dependent dopamine transporter (Homo sapiens), Q01959. LLC-PK1 hDAT cells, [14C]-dopamine uptake with cocaine IC80; actives deviate in either direction. B-score at 10 µM. hit rate 1.3% among 110,000. AID 449768, 2010;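 active means Z score or B-score, a plate-position-corrected score, falls beyond the plate's 99.7% confidence bounds, in either direction; inactive means both scores lie inside the 99.7% bounds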;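 further: scored against the spread of the other compound wells on the same plate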
# Target sequence (Q01959 whole entry, looked up): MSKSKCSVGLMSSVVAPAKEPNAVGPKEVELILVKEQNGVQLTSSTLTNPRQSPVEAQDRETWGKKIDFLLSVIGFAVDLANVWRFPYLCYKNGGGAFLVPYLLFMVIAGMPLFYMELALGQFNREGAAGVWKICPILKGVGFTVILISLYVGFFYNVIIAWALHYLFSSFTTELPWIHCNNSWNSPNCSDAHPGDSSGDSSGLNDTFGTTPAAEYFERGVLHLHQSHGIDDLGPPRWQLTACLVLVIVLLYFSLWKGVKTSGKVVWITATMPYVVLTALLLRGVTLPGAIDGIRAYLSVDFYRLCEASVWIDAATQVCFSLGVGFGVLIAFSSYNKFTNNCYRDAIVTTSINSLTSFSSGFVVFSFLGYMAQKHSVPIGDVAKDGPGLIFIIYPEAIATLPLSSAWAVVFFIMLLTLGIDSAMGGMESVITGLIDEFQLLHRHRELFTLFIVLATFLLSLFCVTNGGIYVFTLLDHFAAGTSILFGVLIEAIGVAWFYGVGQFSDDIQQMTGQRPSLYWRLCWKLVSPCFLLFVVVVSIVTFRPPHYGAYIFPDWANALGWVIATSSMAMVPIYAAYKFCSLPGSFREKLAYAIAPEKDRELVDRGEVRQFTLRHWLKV
# Ecoli WT expand: growth inhibitors of wild-type E. coli, primary screen, strain BW25113, expanded library, OD600 | OD600 absorbance | growth inhibition, % at 100 µM | hit rate 0.15% among 98,000;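 active means growth inhibition above about 50% at one test dose, limit read from the data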;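 further: growth measured after 20 h incubation at 37 °C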
# PTPN22 inh 2: PTPN22 phosphatase inhibitors, primary screen, biochemical, DiFMUP fluorescence, 2 µM | Tyrosine-protein phosphatase non-receptor type 22 (Homo sapiens), Q9Y2R2 | inhibition, % at 2 µM | hit rate 0.21% among 96,000 | recombinant LYP catalytic domain;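 active means inhibition at 2 µM at or above a set limit, the screen mean plus 3 SD, cut at about 24% in these data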;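 further: 0% = DMSO with enzyme and 100% = enzyme fully blocked by orthovanadate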
# The depositor's hits bear a star; . = no result given. Unless noted, no stated cut-off is given here; in the data, active means inhibition above about 30%; inactive means the rest.
SMILES,PTK2B oligo ant,PostGolgi yeast,CYP2C9 inhib,PostGolgi ctrl,CYP2C9 activ,LYP act,DAT uptake mod,Ecoli WT expand,PTPN22 inh 2
CCCOc1ccc(NC2=CC(=O)CC(C)(C)C2)cc1,0.02,-1,79*,12,0.2,-6,-0.015,-5,8
CCOC(=O)c1sc2nc3n(c(=O)c2c1C)CCCCC3,-0.03,-5,57*,30*,0.4,0,0.5,1,-2
COc1ccc(OC)c(N2C(=O)CC(C(C)c3ccccc3)C2=O)c1 (centres undefined),0.13,7,19,5,0.8,-4,-0.12,-7,1
CC1=C(C(N)=O)C(c2cccc(OCc3ccccc3)c2)n2nnnc2N1 (centres undefined),-0.25,-3,20,4,0.8,-3,-0.28,-1,3
Cc1c(C(=S)Nc2ccccc2)cnn1-c1ccccc1,-0.95,-5,25,1,0.8,-3,.,1,6
CCNC(=O)N1c2ccc(OCC)cc2C(C)=CC1(C)C,-0.3,-2,50*,-4,0.5,-7,0.087,9,4
COC(=O)c1[nH]c2ccc(F)cc2c1NC(=O)CCN1CCN(Cc2ccc3c(c2)OCO3)CC1,0.18,13,-11,6,1.1,12,1.6,-2,-13
CCOC(=O)Cn1nc(C)n(-c2ccc(C(C)C)cc2)c1=O,-0.36,1,19,-5,0.8,17,0.0091,2,-14
CCOC(=O)N1CCN(C(=O)Nc2ccc3nc(C)sc3c2)CC1,-0.4,2,-34,-2,1.3,13,0.15,4,-12
O=C(Nc1ccc2c(c1)OCO2)c1cc2n(n1)C(C(F)(F)F)CC(c1ccccc1)N2 (centres undefined),-0.54,11,19,-8,0.8,-5,-1.3,-6,3
CCC(CC)C(=O)Nc1cccc(C(=O)N2CCOCC2)c1,1.3,17,8,-8,0.9,-3,1.7,-5,7
O=C1C(=C2SCCCS2)CC/C1=C\c1ccc(F)cc1,-1.8,3,19,5,0.8,-1,-0.088,-10,4
CS/C(=C\[N+](=O)[O-])Nc1ccc(Cl)cc1,0.09,-4,5,4,1,-2,0.16,1,-1
CCO/C=C1/C(=O)N(CC)c2ccccc21,-0.28,7,-86,8,1.9,-1,-0.41,2,0
CCC(Sc1nc(C)cc(C)n1)C(=O)NC1=NN=C(c2ccc(C)cc2)CS1 (centres undefined),-1.1,-3,0,3,1,11,2.1,-18,-9
C=CCNC(=O)CSc1ccc(Cl)cc1,-0.39,-1,2,10,1,-4,-0.43,0,1
c1ccc(CCc2nc(-c3ccccc3)no2)cc1,-0.31,0,3,8,1,-15,0.18,5,17
COc1ccccc1N1CCN(/N=C\c2ccc(C)o2)CC1,-0.07,0,-33,-5,1.3,-7,0.54,-2,11
O=C(N/N=C/C=C/c1ccco1)c1cccnc1,-0.14,-1,-2,-4,1,1,0.28,-2,2
COc1nc(NC(C)=O)nc(C)c1Br,.,4,1,-3,1,0,0.3,2,1
CC(=O)Nc1ccc(S(=O)(=O)Nc2ccc(S(=O)(=O)N3CCCCCC3)cc2)cc1,-0.62,-5,82*,2,0.2,-4,0.31,4,3
CC(C)CNC(=O)COC(=O)CCC(=O)c1ccc(F)cc1,1.2,6,17,4,0.8,5,-0.42,2,-5
Cc1ccc(S(=O)(=O)N2CCC(C(=O)NNS(=O)(=O)c3ccc(Cl)cc3)CC2)cc1,-0.26,-8,-28,-1,1.3,-1,-0.65,9,3
Cc1ccc(C(C(=O)NC2CCCCC2)N(Cc2ccco2)C(=O)Cc2c[nH]c3ccccc23)o1 (centres undefined),1.1,10,46,29,0.5,-1,0.92,-12,4
CC(C)(C)c1csc(NC2=NS(=O)(=O)c3ccccc32)n1,-0.11,7,17,-1,0.8,-1,-1.3,3,0
CCOC(=O)CN(C(=O)CN1CCC(n2nnc3cc(C)ccc32)CC1)c1ccccc1,-0.07,-1,55*,26,0.4,-10,0.35,2,6
CCOc1ccc(OCC)c(NC(=O)Nc2ccc3c(c2)N(C)C(=O)CS3)c1,.,-6,37,13,0.6,6,1.9*,-2,-6
CCOC(=O)c1nn(-c2sc(C(=O)OC)c(C)c2C(=O)OC)cc1O,0.56,2,61*,18,0.4,11,0.2,2,-16
O=C(Nc1ccc(-c2nc3ccccc3o2)cc1)C1CCCO1 (centres undefined),-1.2,12,-28,4,1.3,-1,-0.43,-3,1
O=C1CCC(=O)N1CN(Cc1ccco1)CN1C(=O)CCC1=O,0.19,3,-8,6,1.1,-4,-1.7,-9,1
O=S(=O)(c1ccc2nc(COc3ccccc3)[nH]c2c1)N1CCOCC1,0.94,1,-8,10,1.1,.,0.73,4,.
COc1ccc(-c2nc3nc(C)cc(=O)n3[nH]2)cc1,-0.29,6,7,6,0.9,8,-0.25,-10,-9
CCOC(=O)Nc1cccc2ccccc12,0.37,1,4,4,1,.,-0.026,7,.
C/C(=C/C(=O)NCc1ccccc1)C(=O)O,0.04,5,1,-5,1,6,-0.033,1,-3
COc1ccc(-c2cc(C(F)(F)F)n3nc(C(=O)Nc4cc(C)on4)cc3n2)cc1OC,0.11,-1,32,-1,0.7,2,.,-10,-3
Cc1ccc(-c2nc3ccccn3c2NCc2ccc3c(c2)OCO3)cc1,0.15,-2,72*,23,0.3,-7,0.5,2,8
CCC(C(=O)Nc1cccc(C(F)(F)F)c1)c1ccccc1 (centres undefined),-2.4,-5,71*,23,0.3,-5,-0.71,5,9
O=C(c1ccc([N+](=O)[O-])cc1)n1nc(-c2ccccc2)nc1NCc1ccccc1,0.05,-4,12,8,0.9,9,.,-19,-5
COc1ccc(-c2nnc(SC(C)C#N)o2)cc1 (centres undefined),-0.68,-10,14,0,0.9,8,0.67,2,-7
O=C(C1CCN(S(=O)(=O)c2ccc(F)cc2)CC1)N1CCOCC1,0.12,0,-8,-3,1.1,-4,-1.3,0,1

# Some entries already given, reduced to PostGolgi yeast, PTK2B oligo ant and LYP act.
Structure	PostGolgi yeast	PTK2B oligo ant	LYP act
COc1nc(NC(C)=O)nc(C)c1Br	4	.	0
COc1ccc(-c2nc3nc(C)cc(=O)n3[nH]2)cc1	6	-0.29	8
O=C1C(=C2SCCCS2)CC/C1=C\c1ccc(F)cc1	3	-1.8	-1

# New compounds follow
SMILES,PTK2B oligo ant,PostGolgi yeast,CYP2C9 inhib,PostGolgi ctrl,CYP2C9 activ,LYP act,DAT uptake mod,Ecoli WT expand,PTPN22 inh 2
CCOC(=O)N1CCN(C(=O)CCCn2c(=S)[nH]c3ccc(Br)cc3c2=O)CC1,-0.24,5,69*,1,0.3,0,2.6,9,1
COc1ccc(N(CC(=O)Nc2cc(C(=O)O)ccc2C)S(=O)(=O)c2c(C)noc2C)cc1,-0.6,0,-4,17,1,7,-0.31,-2,-10
COC(=O)Cc1c(C)nc2nc(-c3ccc(Cl)cc3)[nH]n2c1=O,0.65,-1,-5,17,1.1,8,0.71,-9,-9
CC(C(=O)O)N1C(=O)/C(=C/C=C/c2ccco2)SC1=S (centres undefined),-0.65,11,32,-5,0.7,-24,-0.75,-1,25*
N#C/C(=C(/O)CN1CCN(c2ccccc2F)CC1)c1nc(-c2ccccc2)cs1,0.19,-4,9,6,0.9,4,-0.048,-3,-8
CN(C)c1nc(-c2ccc([N+](=O)[O-])cc2)cs1,0.34,2,4,6,1,2,0.19,6,1
CC(Sc1ccc(Cl)cc1)C(=O)NCC1CCCO1 (centres undefined),0.11,8,-6,7,1.1,11,-1.3,2,-12
O=C1NC2c3ccccc3C(=O)N2c2c1cnn2-c1ccccc1 (centres undefined),1.5,5,.,8,.,.,0.3,-4,.
Cc1ccccc1NC(=S)NCc1cccs1,0.26,-5,16,3,0.8,18,-1,1,-14
O=c1c2cnn(-c3ccc(F)cc3)c2ncn1Cc1cccnc1,1.2,-2,18,-3,0.8,4,1.6,1,-6
O=C(CN(Cc1ccc(F)cc1)C(=O)CCC(=O)Nc1ccccn1)NCc1ccco1,0.85,7,31,6,0.7,2,0.0032,-2,-1
O=C(Cc1cccs1)N(c1ccc(Cl)cc1)C1C=CS(=O)(=O)C1 (centres undefined),0.49,11,24,-1,0.8,8,-0.075,0,-10
O=C(c1cccs1)N(Cc1nc2sc3c(c2c(=O)[nH]1)CCCC3)C1CCCC1,-1.1,9,70*,11,0.3,-17,1.6,-9,16
CCCN(CCC)C(=O)CC(c1ccccc1)c1cc(Br)ccc1O (centres undefined),-2.6,-5,42,47*,0.6,-3,0.056,-12,0
C=CCn1c(SCc2nc3c(c(=O)[nH]c(=O)n3CCCC)n2CCC)nnc1-c1ccccc1,-0.85,2,84*,-1,0.2,-3,1.4,-7,2
CCCCN(CCCNC(=O)C1CCN(S(=O)(=O)N2CCOCC2)CC1)c1ccccc1,-0.07,1,32,6,0.7,13,0.56,3,-16
CC(=O)C(C)Oc1ccc2c3c(c(=O)oc2c1)CCCC3 (centres undefined),0.06,-4,18,7,0.8,6,0.83,13,-6
CCSc1nnc(NC(=O)CSc2c(Cl)cccc2Cl)s1,-3.2*,-3,18,8,0.8,7,1.2,1,-4
Cc1nc(SCC(=O)Nc2ccnc3ccccc23)n[nH]1,1.3,5,22,4,0.8,0,0.66,11,3
Cc1nn(-c2ccccc2)c(C)c1/C=N\NS(=O)(=O)c1ccc(Cl)cc1,0.72,-5,99*,3,0,-6,-0.016,8,6
Cc1ccc(CSc2nnc(-c3ccccc3N)c(=O)[nH]2)cc1,0.01,1,92*,15,0.1,-30,0.4,-10,29*
CC1(C)CC(=O)C2=C(C1)N(c1ccccc1)C(=O)CC2c1ccsc1 (centres undefined),.,-3,26,9,0.7,-7,-1.7,2,4
CC(C)OCC1CC(CC(=O)NC(=S)Nc2cccc([N+](=O)[O-])c2)C(=O)O1 (centres undefined),0.44,.,.,.,.,0,0.59,.,-5
O=C(NCc1cccs1)C1CCCN1C(=O)Nc1ccccc1 (centres undefined),0.88,-7,10,7,0.9,-2,-0.088,3,1
O=C1c2ccccc2S(=O)(=O)N1CCOc1ccc(F)cc1,-1.2,0,63*,-2,0.4,-4,0.16,0,2
O=C(CCCCn1c(=O)c2ccccc2n(CC(=O)Nc2ccccc2)c1=O)NCc1ccco1,-1.1,4,46,-4,0.5,-5,-0.27,-1,6
CCN1C(=S)SC(=O)C1=C1C=C(C)OC(C)=C1,-2.4,1,14,2,0.9,.,0.49,1,.
COc1ccccc1N1CCN(Cc2nc(N)nc(Nc3ccc(C)c(Cl)c3)n2)CC1,-1.2,-11,9,2,0.9,-4,1.1,3,7
COc1cccc(-c2nc(NC(C)C)c3ccccc3n2)c1O,-1.8,-5,28,75*,0.7,-8,2.3,-13,6
CC(C(=O)Nc1ccc(S(=O)(=O)N2CCCC2)cc1)N1CCN(C(=O)c2ccco2)CC1 (centres undefined),0.74,-3,64*,1,0.4,13,0.82,-5,-13
COc1ccc(NC(=O)C2CCCN2S(=O)(=O)c2cccc3cccnc23)c(OC)c1 (centres undefined),.,97*,92*,95*,0.1,-3,0.0095,3,1
